Compound activity (PubChem BioAssay)
BoNT A protease: BoNT/A light chain protease inhibitors, primary screen, biochemical, flow cytometry, MLPCN library | multiplex microsphere protease substrate cleavage | inhibition, % at 10 µM | 360,000 compounds, 0.17% hits | AID 588499, 2011; also: plate controls were buffer without enzyme for full effect and enzyme alone for no effect
PfHsp40 rescue: rescue of yeast from PfHsp40 toxicity, primary screen, S. cerevisiae, ATP luminescence | S. cerevisiae expressing PfHsp40, growth rescue | growth rescue, % at 12.5 µM | 340,000 compounds, 0.68% hits | AID 504582, 2011; in the data active = growth rescue above about 28%, passing the limit was not always enough;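 also: yeast W303a lacking pdr1 and pdr3 grown in galactose medium; growth measured after three days at 30 °C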
PriA SSB inh: inhibitors of Klebsiella pneumoniae PriA binding to SSB C-terminal tail, primary screen, biochemical, AlphaScreen | AID 1272365, 2023 | AlphaScreen SSBct-PriA binding, biotinylated peptide | 430,000 compounds, 0.6% hits | inhibition, % at 33 µM; in the data active = inhibition mostly above about 37%, no sharp cut-off; inactive = mostly below about 20%;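 also: plate controls were negative control peptide for no effect and reference peptide for full effect; strong numbers were not always called active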
3CLpro inhibitor: SARS-CoV 3CLpro protease inhibitors, primary screen, biochemical, quenched FRET; inhibition, % at 6 µM; recombinant SARS-CoV 3CLpro, quenched FRET peptide cleavage; AID 1706, 2009; 290,000 compounds, 0.14% hits; in the data active = inhibition above about 12%
Vc quorum ag: inducers of Vibrio cholerae quorum light production without autoinducers, primary screen, BH1578 luxS cqsA deficient, single point; 350,000 compounds, 0.16% hits; activation, % at 18.7 µM; AID 588436, 2011; V. cholerae BH1578 lux reporter, luminescence, 6 h; in the data active = activation mostly above about 9.7%, no sharp cut-off; also: not every result past the cut was called active; inactives centre near 0; reference of the scale not given here
Anthrax LF inh2: Bacillus anthracis LF protease inhibitors, primary screen, biochemical, multiplex microsphere, MLPCN library; Lethal factor (Bacillus anthracis), P15917; multiplex microsphere protease cleavage assay; inhibition, % at 10 µM; 360,000 compounds, 0.12% hits; AID 588501, 2011; also: plate controls were buffer without enzyme for full effect and enzyme alone for no effect
Target sequence (P15917 whole entry, looked up): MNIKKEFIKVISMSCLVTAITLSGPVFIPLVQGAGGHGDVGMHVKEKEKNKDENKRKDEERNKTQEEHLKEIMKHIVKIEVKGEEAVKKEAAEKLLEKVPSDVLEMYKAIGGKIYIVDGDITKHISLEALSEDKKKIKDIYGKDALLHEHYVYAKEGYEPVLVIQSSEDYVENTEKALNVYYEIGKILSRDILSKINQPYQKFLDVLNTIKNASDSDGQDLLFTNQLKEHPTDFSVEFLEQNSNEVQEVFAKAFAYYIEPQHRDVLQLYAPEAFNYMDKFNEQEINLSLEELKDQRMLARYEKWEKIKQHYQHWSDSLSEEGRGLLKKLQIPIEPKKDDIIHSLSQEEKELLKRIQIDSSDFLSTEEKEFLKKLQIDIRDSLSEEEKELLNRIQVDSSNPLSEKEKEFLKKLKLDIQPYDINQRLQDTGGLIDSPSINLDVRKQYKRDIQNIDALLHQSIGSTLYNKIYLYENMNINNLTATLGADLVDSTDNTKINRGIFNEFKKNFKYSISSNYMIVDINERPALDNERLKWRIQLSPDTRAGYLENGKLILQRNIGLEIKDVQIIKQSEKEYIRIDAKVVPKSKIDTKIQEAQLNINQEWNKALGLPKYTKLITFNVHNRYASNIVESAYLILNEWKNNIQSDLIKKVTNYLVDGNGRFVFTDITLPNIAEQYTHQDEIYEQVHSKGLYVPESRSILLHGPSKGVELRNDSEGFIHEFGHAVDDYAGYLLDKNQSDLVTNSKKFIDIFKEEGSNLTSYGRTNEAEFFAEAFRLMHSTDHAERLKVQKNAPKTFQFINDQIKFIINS
CCHFV vOTU inh: CCHFV vOTU protease inhibitors, primary screen, biochemical, Pep-AMC substrate, fluorescence; 370,000 compounds, 0.55% hits; AID 651958, 2012; inhibition, % at 11.5 µM; Crimean-Congo hemorrhagic fever virus L polyprotein viral ovarian tumor (vOTU) protease …; in the data active = inhibition above about 30%; also: 0% = vehicle wells with enzyme and 100% = no enzyme wells
TcdB GH inh: TcdB glycohydrolase inhibitors, primary screen, biochemical, single point, plate reader; inhibition, % at 9.99 µM; Toxin B (Clostridioides difficile), P18177; TcdB glycohydrolase enzymatic assay; AID 652162, 2013; 350,000 compounds, 0.24% hits; in the data active = inhibition above about 10%
DUSP3 inh: VHR1 phosphatase inhibitors, primary screen, biochemical, absorbance, uHTS; Dual specificity protein phosphatase 3 (Homo sapiens), P51452; recombinant VHR phosphatase, pNPP absorbance; inhibition, % at 13.3 µM; 290,000 compounds, 0.52% hits; AID 1654, 2009; in the data active = inhibition above about 50%; also: some compounds called inactive have numbers as strong as hits
Target sequence (P51452 whole entry, looked up): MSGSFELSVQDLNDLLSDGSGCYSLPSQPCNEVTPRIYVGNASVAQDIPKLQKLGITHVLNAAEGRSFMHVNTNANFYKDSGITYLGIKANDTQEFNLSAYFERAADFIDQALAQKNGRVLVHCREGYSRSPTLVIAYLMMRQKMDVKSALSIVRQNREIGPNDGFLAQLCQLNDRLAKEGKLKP
Y pestis TopoI: Yersinia pestis topoisomerase I inhibitors, primary screen, biochemical, cleavage product accumulation, plate reader, single point; DNA topoisomerase I (Yersinia pestis CO92); Y. pestis Topo-I cleavage product accumulation; activity, % at 10 µM; 360,000 compounds, 0.064% hits; AID 504884, 2011; in the data active = activity above about 50%, passing the limit was not always enough; also: inactives centre near 2
* marks the source's active call; other numbers are inactive results; i = inactive; . = not tested or not shown; & = joins results of further samples. Rule as the data show it, unless noted: active = inhibition above about 30%; inconclusive = no clear call, values can overlap the other calls; inactive = below that.

1: O=C(CCC(=O)OCc1ccc(C(=O)Oc2ccccc2)cc1)Nc1cccc2ccccc12
2: CCCOc1ccc(C(C)=O)cc1CSCCC#N
3: Cc1ccc(C)c(S(=O)(=O)Nc2ccc(O)c(Sc3ncn[nH]3)c2)c1
4: CC(C)CNC(=O)C1(C)CCCN1C(=O)c1csnn1 (stereo not drawn)
5: CCN1C/C(=C\c2cccc([N+](=O)[O-])c2)C(=O)/C(=C/c2cccc([N+](=O)[O-])c2)C1
6: CC(C)N(C(=O)[C@H]1C[C@H](CC(=O)NCc2cccc(C(F)(F)F)c2)C(=O)N2CCc3c([nH]c4cc(CCC(=O)N(C)C)ccc34)[C@]12C)C(C)C
7: Cc1cc(SCC(=O)NCCN2C(=O)CSC2=O)nc2ccccc12
8: COc1ccc(NC(=S)NC(=O)Cc2ccccc2)c(OC)c1
entry no.,1,2,3,4,5,6,7,8
BoNT A protease,1.1,-0.3,-0.5,0.0,1.0,-0.1,-0.3,.
PfHsp40 rescue,0.6,-1.1,-0.5,.,-1.9,1.5,-0.6,3.6
PriA SSB inh,-7.8,-17.1,-14.2,.,1.2,0.4,-4.9,-10.7
3CLpro inhibitor,3.4,-4.4,2.7,.,-2.2,.,-0.7,3.0
Vc quorum ag,-1.4,i,i,i,-0.2,-0.5,-0.4,i
Anthrax LF inh2,-0.1,-2.6,-1.1,0.3,-2.2,1.4,-0.1,.
CCHFV vOTU inh,-7.7,1.4,1.4,7.2,23.9,14.9,-4.5,6.9
TcdB GH inh,.,.,-19.8,2.3,-3.8,-1.0,0.7,0.7
DUSP3 inh,32.7,13.2,10.0,.,7.4,.,37.3,13.9
Y pestis TopoI,-1.3,4.7,-3.9,4.1,-5.3,7.7,2.7,3.5

9: CN1CCC(N(C)C(=O)c2cc(S(=O)(=O)N3CCOCC3)ccc2Cl)CC1
10: C=CCOc1ccc(C(=O)n2cc(C(=O)OC)c3ccccc32)cc1
11: COc1ncnc2c1ncn2CCCN(C)Cc1ccco1
12: C=CCc1c(OC)ccc2ccc(=O)oc12
13: CCOc1ccc(NC(=O)CSc2nc3c(c(=O)n2-c2ccccc2OC)SCC3)cc1
14: CC(C)(C)n1nnnc1C(C1CC1)N1CCN(C/C=C/c2ccccc2)CC1 (stereo not drawn)
15: C=CCn1c(SCC(=O)Nc2nncs2)nnc1-c1ccco1
16: O=C(O)c1ccc(N2C(=O)CC(N3CCN(c4cccc(Cl)c4)CC3)C2=O)cc1 (stereo not drawn)
entry no.,9,10,11,12,13,14,15,16
BoNT A protease,0.2,-1.7,-0.2,0.2,-0.4,-0.8,0.9,-2.6
PfHsp40 rescue,-0.5,-0.1,.,0.5,-1.1,.,0.9,-1.0
PriA SSB inh,-2.3,-2.5,.,-14.5,-6.1,.,0.1,-10.8
3CLpro inhibitor,.,-2.8,.,2.0,.,.,5.5,6.3
Vc quorum ag,i,i,i,i,-0.1,.,-7.3,i
Anthrax LF inh2,2.1,-8.3,-7.4,-6.3,-7.5,-4.6,-1.7,1.0
CCHFV vOTU inh,8.5,-4.3,0.5,-16.3,8.2,10.9,4.3,6.6
TcdB GH inh,-2.4,0.5,-1.1,.,2.8,-0.7,-0.8,-0.4
DUSP3 inh,.,-0.7,.,47.5,-5.0,.,22.4,-3.8
Y pestis TopoI,5.1,12.3,-0.3,-12.6,0.4,.,3.7,2.7

5 records picked at random from the list so far, as already listed:
13: CCOc1ccc(NC(=O)CSc2nc3c(c(=O)n2-c2ccccc2OC)SCC3)cc1
9: CN1CCC(N(C)C(=O)c2cc(S(=O)(=O)N3CCOCC3)ccc2Cl)CC1
12: C=CCc1c(OC)ccc2ccc(=O)oc12
11: COc1ncnc2c1ncn2CCCN(C)Cc1ccco1
14: CC(C)(C)n1nnnc1C(C1CC1)N1CCN(C/C=C/c2ccccc2)CC1 (stereo not drawn)
entry no.,13,9,12,11,14
BoNT A protease,-0.4,0.2,0.2,-0.2,-0.8
PfHsp40 rescue,-1.1,-0.5,0.5,.,.
PriA SSB inh,-6.1,-2.3,-14.5,.,.
3CLpro inhibitor,.,.,2.0,.,.
Vc quorum ag,-0.1,i,i,i,.
Anthrax LF inh2,-7.5,2.1,-6.3,-7.4,-4.6
CCHFV vOTU inh,8.2,8.5,-16.3,0.5,10.9
TcdB GH inh,2.8,-2.4,.,-1.1,-0.7
DUSP3 inh,-5.0,.,47.5,.,.
Y pestis TopoI,0.4,5.1,-12.6,-0.3,.

Later entries:
17: S=c1[nH]nc(C2CCCCC2)n1/N=C/c1ccc(Cl)cc1
18: O=c1oc(Nc2ccc(F)cc2)nc2ccccc12
19: Cc1ccc(/C=N/NC(=O)C2CC(=O)N(c3ccccc3)C2)s1 (stereo not drawn)
20: Cc1cc(C)cc(NC(=O)N2CCC(C(=O)c3ccc(F)cc3)CC2)c1
21: CC1CC(C)(C)CC2(C1)NC(=O)N(CC(=O)Nc1ccc(N3CCCCC3)cc1)C2=O (stereo not drawn)
22: CCOc1c(Br)cc(/C=N\NC(=O)c2ccccc2)cc1OC
23: Clc1ccc2nc(-c3ccccc3)c(CC3CCCCC3)n2c1
24: Cc1ccc(S(=O)(=O)N2CCOCC2)cc1C(=O)OCC(=O)N(Cc1ccccc1)C(C)C
entry no.,17,18,19,20,21,22,23,24
BoNT A protease,-0.7,0.0,2.5,0.5,3.7,-0.6,1.2,0.1
PfHsp40 rescue,.,1.4,0.8,-0.4,2.5,1.3,.,0.4
PriA SSB inh,.,-35.2,.,-11.1,38.9,.,.,-13.4
3CLpro inhibitor,3.8,-7.6,0.5,3.2,1.9,-6.2,.,.
Vc quorum ag,0.2,i,i,-3.2,i,-0.3,.,2.5
Anthrax LF inh2,9.5,-9.6,0.8,-4.4,-1.9,-0.4,-9.1,-3.5
CCHFV vOTU inh,-1.6,2.4,-12.9,4.7,8.1,9.9,-0.9,-3.0
TcdB GH inh,3.8,.,.,1.0,-1.8,0.2,0.1,0.9
DUSP3 inh,-1.2,20.8,-1.7,7.8,11.2,5.4,.,.
Y pestis TopoI,3.2,4.0,-0.8,-4.7,-3.4,5.0,.,34.2

25: CCOC(=O)N1CCN(C(=O)CSc2ccccc2)CC1
26: O=C(O)c1ccc(-c2nc3ccccc3[nH]2)cc1
27: O=C(COC(=O)/C=C/c1ccccc1[N+](=O)[O-])NC(=O)NC1CCCC1
28: CC(=O)NN1C(=O)/C(=C/c2ccc(C(C)C)cc2)SC1=S
29: COC(=O)[C@]12CCCCC=C1N(CCC1=CCCCC1)C(=O)[C@H](CC(=O)NCC13CC4CC(CC(C4)C1)C3)C2
30: COc1cc([N+](=O)[O-])ccc1NC(=O)CN(C)C
31: N#Cc1cccn1-c1nccs1
32: c1ccc(Nc2ccc3ccccc3c2)cc1
entry no.,25,26,27,28,29,30,31,32
BoNT A protease,-1.2,-0.5,-6.0,-0.7,0.4,1.0,-0.3,0.0
PfHsp40 rescue,0.3,-0.2,-1.2,0.4,.,-1.3,-1.6,7.2
PriA SSB inh,-27.1,-21.0,-12.6,18.3,.,-10.7,-8.3,5.3
3CLpro inhibitor,2.8,0.5,.,1.0,.,1.9,-1.0,.
Vc quorum ag,6.2,2.8,0.1,-0.3,.,-1.5,-1.5,-0.3
Anthrax LF inh2,-0.6,-1.4,-6.8,-2.4,-12.2,0.4,-4.5,-5.0
CCHFV vOTU inh,-8.8,-59.2,-2.6,-10.4,6.0,-8.1,-3.5,-4.2
TcdB GH inh,.,1.1,2.4,.,1.2,0.9,-0.2,0.6
DUSP3 inh,11.3,1.9,.,-8.3,.,14.4,-9.5,.
Y pestis TopoI,1.5,-0.7,-2.6,12.5,.,-3.1,6.7,-12.8

33: Oc1ccccc1C1=Nc2ncnn2C(c2ccccc2)C1 (stereo not drawn)
34: CN1/C(=C/c2cc[n+](C)c3ccccc23)C=Cc2ccccc21
35: Cc1cc(C)c(C(=O)N2CCCC(C(=O)c3cc(F)ccc3F)C2)o1 (stereo not drawn)
36: CC1CCc2c(nc3ncnn3c2Nc2ccc(OC(F)(F)F)cc2)C1 (stereo not drawn)
37: COc1ccc(Nc2ccc([N+](=O)[O-])cn2)cn1
38: CCCC1N2CC3([N+](=O)[O-])CN1CC([N+](=O)[O-])(C2)C3(C)C (stereo not drawn)
39: COc1ccccc1C#Cc1cnc2c(c1)C(=O)N([C@H](C)CO)C[C@H](C)[C@@H](CN(C)S(=O)(=O)c1cn(C)cn1)O2
40: COc1cccc2cc(C(=O)NC(C)C3CCCO3)c(=O)oc12 (stereo not drawn)
entry no.,33,34,35,36,37,38,39,40
BoNT A protease,-0.9,10.4,-0.1,-1.7,4.2,0.4,-0.4,-0.6
PfHsp40 rescue,-0.4,-0.9,0.4,-1.2,-0.4,-1.1,.,1.4
PriA SSB inh,-0.5,.,-15.4,-15.5,-5.6,-5.7,.,-4.3
3CLpro inhibitor,-0.7,-0.1,-1.5,2.5,4.7,0.0,.,-5.6
Vc quorum ag,-2.0,-0.2,0.6,i,-1.6,-0.3,0.7,i
Anthrax LF inh2,-10.0,6.8,-2.5,2.6,-7.6,0.8,-5.0,-3.9
CCHFV vOTU inh,-0.7,.,2.4,7.7,8.2,-8.4,-8.7,13.8
TcdB GH inh,.,.,1.0,.,0.9,0.6,-0.6&-0.3,.
DUSP3 inh,13.8,16.3,-0.9,30.8,15.6,14.7,.,-9.0
Y pestis TopoI,2.0,-51.8,1.9,15.2,0.6,-2.6,34.8,4.6

41: CCOC(=O)C1=CCC(c2cccc3ccccc23)N(S(=O)(=O)c2ccc(C)cc2)C1 (stereo not drawn)
42: CCCC(=O)c1cc2c(cc1NC(=O)c1ccccc1F)OCCO2
43: CCN1CCN(c2ccc(S(=O)(=O)N3CCOCC3)cc2NC(=O)C(C)Oc2ccc(Cl)cc2)CC1 (stereo not drawn)
44: O=C(NCC1CCCO1)c1c(O)c2c([nH]c1=O)CCCC2 (stereo not drawn)
45: CCNc1c([N+](=O)[O-])ncn1C
46: CNc1oc(-c2cccc3ccccc23)nc1C#N
47: N#CCCN(C(=O)COC(=O)c1nc(Cl)ccc1Cl)c1ccccc1
48: O=c1c2cn[nH]c2[nH]c(=S)n1-c1cccc(Cl)c1
49: COc1ccc(-c2cnc3c(c2)CCC3(C#N)C#N)cc1
50: Cc1cc(=O)[nH]c(N/N=C/c2c(C)oc3ccccc23)n1
51: Cc1nnc(NC(=O)CCSc2ccccc2)s1
entry no.,41,42,43,44,45,46,47,48,49,50,51
BoNT A protease,-0.6,-0.9,-5.7,-0.8,0.1,0.0,2.7,1.4,0.1,-0.6,-0.1
PfHsp40 rescue,.,-2.3,-1.6,-0.1,0.9,-0.6,-1.1,0.6,1.5,2.0,-2.0
PriA SSB inh,.,-13.7,7.5,-13.0,-14.3,-6.0,-16.3,-11.8,-5.3,.,-18.9
3CLpro inhibitor,.,0.9,.,3.4,5.5,3.1,.,1.8,5.3,0.7,-6.3
Vc quorum ag,.,-1.1,-0.7,-5.0,i,0.7,i,-0.1,i,-0.2,-0.3
Anthrax LF inh2,-0.9,-8.0,1.4,0.3,-0.8,-4.6,-1.0,-0.3,-3.8,1.3,0.9
CCHFV vOTU inh,3.2,-12.1,-1.9,-5.0,9.6,-183.6,-7.0,-10.0,3.3,-3.8,1.2
TcdB GH inh,-0.9,1.1,1.7,.,.,.,1.0,.,0.8,0.8,.
DUSP3 inh,.,1.1,.,10.5,22.9,-6.1,.,-11.3,-4.5,7.2,-26.9
Y pestis TopoI,.,2.8,30.9,-1.0,-5.5,-2.6,7.9,-3.2,-1.4,6.0,20.3

This is a subset, so the mix of outcomes need not match the whole.
